RORgamma inh: inhibitors of mouse ROR gamma transcriptional activity. Drosophila S2 Gal4-RORgamma UAS-luciferase reporter, 20 h. Potency, µM (titrated, usually from 53.6 µM), without a hit: at the top dose activity change, negative = inhibition, hits mostly inhibitors. 5.4% of 310,000 active. AID 2551; further: potency means the concentration at half of the fitted maximal effect; on the % scale 0 is the no-effect control and ±100 the full control effect; nearly all actives have a fitted effect of over 60% in size
Target sequence (P51450 whole entry, looked up, the tested form may be a part): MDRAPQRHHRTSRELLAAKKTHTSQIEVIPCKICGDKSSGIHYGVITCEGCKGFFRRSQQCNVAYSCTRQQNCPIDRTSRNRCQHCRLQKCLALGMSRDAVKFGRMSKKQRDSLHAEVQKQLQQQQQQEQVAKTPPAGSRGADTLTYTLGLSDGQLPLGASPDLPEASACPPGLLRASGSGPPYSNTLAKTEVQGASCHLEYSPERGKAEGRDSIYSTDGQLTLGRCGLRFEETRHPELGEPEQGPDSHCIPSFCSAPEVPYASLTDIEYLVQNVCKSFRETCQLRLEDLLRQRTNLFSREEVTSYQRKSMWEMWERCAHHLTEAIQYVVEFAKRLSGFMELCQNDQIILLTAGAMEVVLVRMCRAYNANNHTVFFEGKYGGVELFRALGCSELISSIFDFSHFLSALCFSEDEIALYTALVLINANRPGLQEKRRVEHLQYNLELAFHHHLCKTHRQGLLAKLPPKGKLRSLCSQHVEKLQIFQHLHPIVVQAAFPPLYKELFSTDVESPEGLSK
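Read-out: Photinus luciferase luminescence; inhibitors lower reporter signal. Insect Schneider cells with Gal4-ROR gamma fusion under metallothionein promoter, UAS reporter; 700 uM final copper sulfate induction, 20 hr, ambient temperature.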
BRCA1 expr up: increases BRCA1 expression; MCF7-BRCA1-FFLuc reporter, luminescence, 48 h; response scale: scaled: vehicle 0%, 10 µM genistein 100%; Potency, µM (titrated, usually from 46.1 µM), without a hit: at the top dose activation, hits mostly activators; 1.1% of 380,000 active; AID 624202; further: potency means the concentration at half of the fitted maximal effect; nearly all actives have a fitted effect of over 80% in size; some results filed as inactive show a strong effect at the top dose
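Luminescence from a BRCA1-driven firefly luciferase in MCF7 cells was read after 48 h compound exposure at 37 C. Data normalized against DMSO and a 10microM genistein activation control, then curve-fitted across the titration.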
p53 reactivation: re-activators of mutant p53. H1299 p53-A138V BP100-luciferase reporter, luminescence, 24 h. 0.063% of 320,000 active. AID 504706. Potency, µM (highest dose often 92.2 µM), without a hit: at the top dose activity change, positive = activation, actives largely listed as activators; further: potency means the concentration at half of the fitted maximal effect; % of control where 0% means no effect; nearly all actives have a fitted effect of over 45% in size
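p53-null H1299 cells stably carrying temperature-sensitive p53-A138V and a BP100-luciferase reporter were pinned with compounds (4-point, 1:5 series) and held 24 hrs at 37 deg C. Luminescence was read 10 min after detection reagent.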
ELG1 genotox: genotoxicity induction in ELG1-luciferase HEK293T cells. HEK293T ELG1-luciferase reporter, luminescence, 16 h. Potency, µM (top dose mostly 46 µM), for inactives: top-dose activity change, positive = activation, hits mostly activators. 1.3% of 330,000 active; further: potency means the concentration at half of the fitted maximal effect; % of control where 0% means no effect; nearly all actives have a fitted effect of over 60% in size
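HEK293T cells expressing luciferase-tagged ELG1 were exposed to compound or DMSO vehicle for 16 hr at 37 °C and 5% CO2. Luciferase activity was then measured with ONE-Glo after 30 min at room temperature.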
VP16 counter: counter-screen for ROR gamma inhibitors: Gal4-VP16 reporter; Drosophila S2 Gal4-VP16 UAS-luciferase, luminescence, 20 h; Potency, µM (doses to about 53.6 µM), for the others: top-dose activity, negative = inhibition, actives largely listed as inhibitors; 3.5% of 310,000 active;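 further: Gal4-VP16 expression switched on by copper sulfate through the metallothionein promoter; potency means the concentration at half of the fitted maximal effect; on the % scale 0 is the no-effect control and ±100 the full control effect; nearly all actives have a fitted effect of over 50% in size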
PKM2 activator: PKM2 (human) enzyme activation. purified PKM2, Kinase-Glo ATP luminescence, activation; response scale: 0% is enzyme alone, no compound. Potency, µM (series often up to 57.5 µM), for inactives: top-dose activation, most hits filed as activators. 0.34% of 260,000 active; further: potency means the concentration at half of the fitted maximal effect; on the % scale 0 is the no-effect control and ±100 the full control effect; nearly all actives have a fitted effect of over 55% in size
Target sequence (P14618 whole entry, looked up): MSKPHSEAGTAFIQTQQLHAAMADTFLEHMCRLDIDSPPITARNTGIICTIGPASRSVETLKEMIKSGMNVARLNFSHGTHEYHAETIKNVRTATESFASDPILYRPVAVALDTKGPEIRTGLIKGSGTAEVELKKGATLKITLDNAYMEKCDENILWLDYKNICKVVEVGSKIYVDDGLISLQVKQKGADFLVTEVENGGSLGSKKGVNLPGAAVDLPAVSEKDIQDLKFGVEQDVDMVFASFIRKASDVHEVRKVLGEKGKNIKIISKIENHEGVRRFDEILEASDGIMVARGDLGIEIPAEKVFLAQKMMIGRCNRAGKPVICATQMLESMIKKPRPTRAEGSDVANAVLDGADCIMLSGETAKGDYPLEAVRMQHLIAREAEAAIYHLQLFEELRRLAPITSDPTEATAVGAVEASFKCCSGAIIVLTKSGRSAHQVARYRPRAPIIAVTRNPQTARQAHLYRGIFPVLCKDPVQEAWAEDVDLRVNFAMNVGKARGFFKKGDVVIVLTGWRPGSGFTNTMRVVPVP
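Kinase-Glo luminescence reports ATP generated from ADP (0.1 mM) and PEP (0.5 mM) by purified hPK-M2 after 1 h at room temperature, pH 7.2 imidazole buffer; intermediate enzyme activity allows detecting inhibitors and activators.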
Rab9 prom act: activates the Rab9 promoter | Potency, µM (doses to about 9.22 µM), for inactives: top-dose activation, negative = inhibition, usual class: activators | 2.8% of 320,000 active | Huh7 Rab9 promoter-luciferase reporter, luminescence, 24 h; further: potency means the concentration at half of the fitted maximal effect; % of control where 0% means no effect; nearly all actives have a fitted effect of over 60% in size
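Steps: seed 1500 Huh7 Rab9-luc cells per well, rest 2 h at 37 °C; add compound in DMSO; incubate 24 h; add luciferase reagent, 10 min ambient; read luminescence.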
Giardia kill: kills Giardia lamblia. Giardia lamblia trophozoite viability. activity change, % at 7.66 µM, hits read low. 0.15% of 340,000 active. AID 540267; in the data active means activity change below about -80%; inconclusive means between about -30% and that limit;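 further: parasites exposed to compound for two days anaerobically before the ATP read; on the % scale 0 is the no-effect control and ±100 the full control effect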
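Giardia trophozoites, 100 cells per well, were exposed to compounds for 48 hrs at 37 deg C under anaerobic conditions; viability was then read as ATP content by bioluminescence after 15-30 min at room temperature.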
NPC1 promoter act: activators of NPC1 promoter. Huh7 NPC1 promoter luciferase reporter, 24 h. AID 485313. 2.4% of 320,000 active. Potency, µM (top dose mostly 9.22 µM), for the others: top-dose activation, most hits filed as activators;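 further: potency means the concentration at half of the fitted maximal effect; % of control where 0% means no effect; nearly all actives have a fitted effect of over 60% in size; reporter is driven by a mutant NPC1 promoter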
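Compounds in DMSO were transferred onto Huh7 NPC1-luciferase reporter cells pre-incubated 2 h; after 24 h at 37 °C, Amplite reagent was dispensed and luminescence recorded 10 min later.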
Menin-MLL TR inh: menin-MLL binding inhibition, Texas Red mutant peptide | Menin + Texas Red MLL mutant peptide, fluorescence polarization | 0.23% of 270,000 active | Potency, µM (highest dose often 61.6 µM), for inactives: at the highest dose FP activity change, negative = inhibition, most hits filed as inhibitors | O00255; active means well fitted inhibition curve with a large enough effect in the polarisation, with a control signal flat, not every such curve was filed as active; inconclusive means small, poorly fitted or top-dose-only effect, or effect the other way, or a change in a side signal; inactive means no such curve, though single readings can be large or run the other way; the % refers to the polarisation; further: potency means the concentration at half of the fitted maximal effect; % of control where 0% means no effect; many of its hits are not listed in these tables
FLuc counter: firefly luciferase modulation, counter-screen for miR-21 project; AID 588342; purified FLuc, Km substrates, luminescence inhibition; Potency, µM (highest dose often 57.5 µM), for the others: at the top dose activity change, negative = inhibition, hits mostly inhibitors; 6.9% of 360,000 active;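 further: potency means the concentration at half of the fitted maximal effect; plate controls were vehicle for no effect and reference inhibitor for full effect; nearly all actives have a fitted effect of over 55% in size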
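Purified P. pyralis luciferase, 10 nM final, with Km-level 10 uM D-luciferin and 10 uM ATP in 50 mM Tris acetate pH 7.5, 10 mM Mg acetate, 0.01% Tween-20, 0.05% BSA; 6-point qHTS titration about 60 µM downward; luminescence read.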
* marks the source's active call; other numbers are inactive results; ? = inconclusive; . = no result given; [ ] = remark or other dose. Unless noted, the call rests on the fitted dose curve; in most records, active means well fitted curve in the direction sought with a large enough effect; inconclusive means small, poorly fitted or top-dose-only effect, or another doubt; inactive means no such curve, though single readings can be large; an effect the other way counts as inactive or inconclusive. A portion of the library. The share of hits here may be higher or lower than overall.

Structure	RORgamma inh	BRCA1 expr up	p53 reactivation	ELG1 genotox	VP16 counter	PKM2 activator	Rab9 prom act	Giardia kill	NPC1 promoter act	Menin-MLL TR inh	FLuc counter
CSc1ccccc1OCc1cc(C(=O)N2CCc3[nH]cnc3C2c2ccccn2)no1 (stereo not drawn)	-28%	-25%	-2%	0%	-2%	6%	-4%	-12	3%	.	2%
Nc1nc(CSCCO)nc(Nc2ccccc2)n1	5%	32%	1%	6%	0%	1%	2%	0	0%	5%	4%
CNC(=S)N/N=C/c1ccc(-c2cc([N+](=O)[O-])ccc2Cl)o1	?	-4%	-2%	?	?	-6%	-6%	-19	-4%	?	-2%
COc1ccccc1NC(=O)/C(C#N)=C/C=C/c1ccco1	-43%	-76%	-3%	-1%	-13%	0%	-10%	-4	-5%	-29%	1%
CCNC(=O)COc1ccc(C=O)cc1OC	-11%	-7%	-2%	3%	-9%	-2%	-2%	19	-2%	3%	7%
COc1ccc(NC(=O)CCC(=O)Nc2nnc(C3CCCCC3)s2)cc1	-28%	9%	6%	8%	0%	.	10%	-19	1%	2%	0%
CC(C)[C@H](NC(=O)c1ccco1)C(=O)OCC(=O)N1CCc2ccccc21	35%	49%	15%	?	-25%	5%	-2%	-2	0%	4%	?
CC(=O)NC(CC(=O)Nc1nc(C)cs1)c1ccccc1 (stereo not drawn)	7%	-5%	0%	-11%	-11%[10 µM]	-1%	-10%	-25	-2%	-4%	7%
CC1CCc2c(sc3ncn(CC(=O)N=Nc4c(O)[nH]c5ccccc45)c(=O)c23)C1 (stereo not drawn)	-17%	-19%	1%	-2%	-5%	-5%	-6%	1	-3%	.	0%
CCn1c(SCC(=O)Nc2ccccc2)nnc1-c1cccs1	0%	-17%	3%	-4%	6%	-1%	-3%	15	2%	.	2%
CCN(CC(=O)N1CCOCC1)S(=O)(=O)c1cc(Cl)ccc1Cl	2%	8%	-3%	-1%	4%	-1%	2%	0	2%	2%	3%
Cc1cc(C(=O)Nc2ccccc2Cl)c2ccccc2n1	0%	-28%	.	1%	16%	-6%	-1%	0	-1%	2%	-1%
CCCN(CC(=O)Nc1ccccc1OC)C(=O)c1cccc(S(=O)(=O)Nc2ccc(OC)cc2)c1	.	-35%	-4%	-6%	.	.	5%	-1	4%	.	-1%
O=C(O)CCCC(=O)N1CCN(c2ncccn2)CC1	-18%	-3%	-1%	0%	-4%	-8%	2%	14	-2%	.	1%
Cc1ccc(S(=O)(=O)Nc2ccc3c(c2)n(C)c(=O)n3C)c(C)c1	-28%	-16%	-5%	?	?	16%	-8%	-7	-1%	-7%	-8%
C=CCn1c(SCC(N)=O)nnc1-c1cc(Br)ccc1O	2%	-20%	-3%	-2%	0%	-5%	-7%	4	-1%	-22%	1%
c1ccc2c(c1)nc1n2C2(N3CCOCC3)CCCC2C1N1CCOCC1 (stereo not drawn)	?	2%	28%	-1%	?	1%	11%	12	5%	4%	4%
S=C(NCc1ccccc1)N1CCc2ccccc2C1	?	14%	1%	-5%	-6%	0%	1%	8	1%	10%	-17%
CCOCCCNC(=O)Cn1cnc2sc(C)c(S(=O)(=O)N3CCN(c4ncccn4)CC3)c2c1=O	14%	-10%	2%	1%	-16%	-3%	-9%	16	-1%	-15%	-5%
COc1cc2c(cc1OC)C(C1(O)CCCCC1)NCC2 (stereo not drawn)	-1%	-1%	12%	-1%	-9%	-39%	2%	-22	-1%	-7%	-1%
NC(=O)NC(c1ccccc1)c1cccc2ccccc12 (stereo not drawn)	24%	3%	-1%	-2%	2%	0%	-4%	-15	-1%	8%	1%
COc1ccc(C)cc1NC(=O)c1ccc2c(c1)C(=O)N(Cc1ccncc1)C2=O	.	-3%	1%	3%	.	.	4%	-8	-3%	.	1%
C/C=C/c1ccc(OCC(=O)Nc2ccncc2)c(OC)c1	?	-20%	9%	17%	?	.	-5%[1.84 µM]	-8	0%	-4%	?
Cc1ccc(S(=O)(=O)N2CCC(C(=O)NCCN3CCOCC3)CC2)cc1C	10%	7%	21%	3%	-11%	-5%	-3%	5	2%	.	3%
COc1ccc(NC(=O)c2ccc3c(c2)OCCO3)cc1OC	?	105%	?	5.6µM*	-11%	.	2.2µM*	-20	1.4µM*	1%	2.7µM*
O=C1CN2CCC1C/C2=C\c1ccnc2c(Cl)cccc12 (stereo not drawn)	-29%	0%	3%	-9%	-9%	0%	-3%	-8	-1%	-16%	0%
Cc1cc(C)c(C#N)c(SCC(O)COc2ccc(Br)cc2)n1 (stereo not drawn)	6%	-5%	-2%	-16%	-4%	-1%	-2%	6	-3%	6%	-15%
O=[N+]([O-])c1cc(F)c(N2CCOCC2)cc1N1CCCCC1	7%	-13%	-5%	0%	9%	7%	3%	10	-3%	17%	1%
N#CCc1cnc2ccccc2n1	-3%	-17%	6%	0%	-5%	-4%	1%	2	-3%	.	0%
C(=C\c1ccco1)/c1nc2ccccc2[nH]1	-2%	4%	9%	?	-11%	-23%	0.63µM*	9	3.5µM*	?	1.9µM*
CN(CCO)CCOCCOc1cccc2ccccc12	28%	2%	-4%	-5%	6%	12%	0%	-15	-2%	?	3%
Nc1nc(NCCO)nc(NCC2CCCO2)c1[N+](=O)[O-] (stereo not drawn)	6%	0%	13%	0%	-5%	-3%	0%	13	1%	5%	1%
Cn1c(N/N=C2\CCCc3ccccc32)nc2c1c(=O)n(Cc1ccc(F)cc1)c(=O)n2C	15%	-6%	9%	-10%	2%	-1%	-1%	21	-3%	0%	3%
NC(CSCc1cccc(Br)c1)C(=O)O (stereo not drawn)	6%	7%	-2%	-1%	-7%	-2%	2%	1	4%	11%	-14%
Clc1ccc(-c2nnc3n2CCCS3)cc1	4%	9%	-4%	-1%	-1%	-5%	-5%	12	-2%	-18%	-2%
O=C(Nc1cccc(F)c1)C1CCCN(c2cnccn2)C1 (stereo not drawn)	7%	1%	-6%	-5%	4%	10%[0.46 µM]	-5%	13	-6%	0%	0%
COc1ccc(OC)c(CCNC(=O)Cc2ccc(NC3=NC4CS(=O)(=O)CC4S3)cc2)c1 (stereo not drawn)	0%	-4%	.	8%	2%	-2%	0%	-2	-1%	-1%	4%
OC[C@H]1OC(Nc2ccc(N=Nc3ccccc3)cc2)[C@@H](O)[C@@H](O)[C@@H]1O (stereo partly drawn)	34%	71%	4%	?	-7%	-12%	?	-18	?	.	?
O=Cc1coc2c(ccc3ccccc32)c1=O	3%	.	?	1%	-9%	.	4%	.	0%	38%[activator]	-7%
Clc1ccc2nc(-c3ccccc3)c(CN3CCOCC3)n2c1	6%	6%	7%	-1%	4%	0%	13%	-6	-5%	-10%	-19%
O=C(COc1ccc(Cl)cc1Cl)N/N=C/c1ccc(OC2OC(CO)C(O)C(O)C2O)cc1 (stereo not drawn)	11µM*	-1%	0%	-3%	4%	0%	-3%	-3	-2%	.	?
CCOC(=O)NC(Nc1ccc(S(N)(=O)=O)cc1)(C(=O)OCC)C(F)(F)F (stereo not drawn)	-26%	3%	5%	4%	1%	-1%	13%	-3	-2%	19%	6%
Nc1[nH]ncc1S(=O)(=O)c1ccccc1	3%	-3%	2%	-4%	2%	.	-4%[1.84 µM]	8	-6%	-20%	6%
O=C(c1ccc(S(=O)(=O)Nc2ccccc2)cc1)N1CCC1	.	2%	3%	1%	.	.	-4%	34[activator]	-7%	.	8%
CCN(CC)C(=S)SCC(=O)Nc1nc(=O)c2ccccc2s1	?	41%	14%	9%	11µM*	-1%	2%	-20	11%	?	-5%
O=C(CSc1ccccc1C(=O)N1CCCCC1)NCC1CCCCC1	2.5µM*	-15%	5%	-1%	9%	-1%	5%	28	0%	-11%	-1%
COc1ccccc1NC(=O)CSc1nnc(Cn2cnc3ccccc32)o1	-19%	5%	2%	4%	-3%	7%	3%	-4	-1%	2%	4%
CCOC(=O)N1CCN(C(=O)c2ccc3ccccc3c2)CC1	18%	4%	-10%	-2%	-2%	1%[11.5 µM]	4%	-2	7%	-22%	-1%
O=C(CC1SCCNC1=O)Nc1cc(Cl)cc(Cl)c1 (stereo not drawn)	8%	17%	-7%	3%	7%	-2%	-3%	2	5%	2%	-2%

Screening results from PubChem BioAssay.
